Bioassay records as filed in PubChem.
LRH-1 inv ag – LRH-1 (NR5A2) inverse agonists, primary screen, cell-based, luminescence, HEK293T, StAR-luciferase reporter | LRH-1 transfected, 24 h | actives 0.13% (n = 360,000) | inhibition, % at 3.6 µM | Nuclear receptor subfamily 5 group A member 2 (Homo sapiens), O00482;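 active = inhibition above the mean inhibition of all tested compounds plus 3 SD, cut at about 73% in these data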;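 also: 0% = DMSO wells and 100% = reporter-only cells lacking LRH-1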
NCOA2 inhibitor – inhibition of GAL4-SRC2 driven luciferase reporter, primary screen, SRC2 inhibitor project, cell-based, luminescence; inhibition, % at 9 µM; Nuclear receptor coactivator 2 (Homo sapiens), Q15596; AID 651957, 2012; HEK293 GAL4-SRC2 luciferase reporter; actives 0.17% (n = 370,000);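 active = inhibition above the mean inhibition of all tested compounds plus 3 SD, set per campaign, cut at about 52% in these data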;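 also: 0% = DMSO treated cells and 100% = cells given Gossypol at 36 µM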
NCOA3 inh – SRC3 coactivator transcriptional activity inhibitors, primary screen, cell-based, luminescence; Nuclear receptor coactivator 3 (Homo sapiens), Q9Y6Q9; AID 588352, 2011; actives 0.17% (n = 360,000); inhibition, % at 3.6 µM; HEK293 GAL4-SRC3 luciferase reporter;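 active = inhibition above a per-campaign cutoff, the mean of all compounds plus 3 SD, cut at about 60% in these data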;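 also: 0% = DMSO-treated cells and 100% = gossypol-treated cells at 36 µM; higher means less SRC3-driven luciferase light from the GAL4 reporter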
NOD2-RIPK2 inh – NOD2-RIPK2 binding disruptors in cells, primary screen, fluorescence, CHO cells, BLA complementation; Receptor-interacting serine/threonine-protein kinase 2 (Homo sapiens), O43353; CCF4 ratio; inhibition, % at 4.98 µM; actives 0.38% (n = 360,000); AID 624267, 2012; in the data active = inhibition above about 21%;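 also: 0% = vehicle only and 100% = reference blocker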
NR2F2 inh – NR2F2 transcriptional activity inhibitors, primary screen, cell-based, luciferase reporter, HEK293T, luminescence; COUP transcription factor 2 (Homo sapiens), P24468; HEK293T NGFI-A luciferase reporter; actives 0.7% (n = 370,000); inhibition, % at 8.6 µM;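 active = inhibition above a per-plate cutoff, mean inhibition of test wells between control levels plus 3 SD, cut at about 38% in these data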;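 also: cells cotransfected with COUP-TFII expression vector driving the NGFI-A reporter; 0% = median of COUP-TF2 test wells and 100% = reporter-only cells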
TWEAK-Fn14 inh – inhibitors of TWEAK-Fn14 signaling, primary screen, luciferase reporter cells, uHTS; actives 2% (n = 360,000); TWEAK-stimulated Fn14 reporter cells, luciferase luminescence, 8 h; inhibition, % at 10 µM; in the data active = inhibition above about 50%
TLR9-MyD88 inh – inhibitors of TLR9-MyD88 association in cells, primary screen, cell-based, CHO, BLA complementation, fluorescence. Toll-like receptor 9 (Homo sapiens) + Myeloid differentiation primary response protein …. CCF4 FRET ratio. inhibition, % at 4.98 µM. actives 0.21% (n = 340,000);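 active = inhibition above the mean over all tested compounds plus 3 SD, cut at about 21% in these data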;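 also: 0% = DMSO only wells and 100% = clavulanate BLA inhibitor control wells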
TROY NFkB inh – inhibitors of TROY-driven NF-kB signaling, primary screen, Q293 LMP1-TROYcd cells, NF-kB luciferase, uHTS; Q293 LMP1-TROYcd NF-kB luciferase reporter, 4 h; inhibition, % at 10 µM; actives 0.98% (n = 360,000); AID 1347056, 2019;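 active = compounds whose plate-normalised and pattern-corrected inhibition of the luciferase reporter signal at the single screening dose is 50% or more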
ABHD5-PLIN5 inh – ABHD5-PLIN5 interaction inhibitors, primary screen, cell lysate, split luciferase complementation, luminescence | AID 602281, 2012 | actives 0.78% (n = 360,000) | Split G. princeps luciferase complementation, 4 h | inhibition, % at 4 µM | Perilipin-5 (Homo sapiens) + 1-acylglycerol-3-phosphate O-acyltransferase ABHD5 (Homo …;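 active = inhibition above the mean inhibition across every tested compound plus 3 SD, cut at about 22% in these data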;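 also: 0% = DMSO only wells and the 100% control is not disclosed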
Target sequence (Q00G26 whole entry, looked up): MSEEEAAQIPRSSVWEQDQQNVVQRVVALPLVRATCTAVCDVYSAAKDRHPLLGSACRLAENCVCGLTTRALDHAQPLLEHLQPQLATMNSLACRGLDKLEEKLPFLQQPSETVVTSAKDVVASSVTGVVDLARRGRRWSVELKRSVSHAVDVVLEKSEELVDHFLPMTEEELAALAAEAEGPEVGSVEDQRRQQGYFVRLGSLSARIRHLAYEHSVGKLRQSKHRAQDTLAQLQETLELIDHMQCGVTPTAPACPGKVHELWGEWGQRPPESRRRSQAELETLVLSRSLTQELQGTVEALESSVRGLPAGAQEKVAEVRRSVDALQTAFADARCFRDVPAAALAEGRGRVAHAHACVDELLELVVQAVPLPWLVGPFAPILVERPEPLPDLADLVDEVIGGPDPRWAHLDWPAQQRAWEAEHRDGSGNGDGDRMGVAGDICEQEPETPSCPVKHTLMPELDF
Target sequence (Q8WTS1 whole entry, looked up): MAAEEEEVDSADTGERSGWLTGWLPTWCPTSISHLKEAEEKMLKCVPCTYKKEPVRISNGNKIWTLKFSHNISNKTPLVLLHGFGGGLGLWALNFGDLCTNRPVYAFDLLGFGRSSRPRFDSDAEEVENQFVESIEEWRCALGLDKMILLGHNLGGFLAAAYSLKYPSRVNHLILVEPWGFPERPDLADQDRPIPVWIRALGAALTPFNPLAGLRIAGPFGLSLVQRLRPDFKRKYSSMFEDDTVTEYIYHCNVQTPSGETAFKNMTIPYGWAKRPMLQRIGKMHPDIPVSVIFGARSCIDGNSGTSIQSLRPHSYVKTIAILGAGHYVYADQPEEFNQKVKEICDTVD
Exocytosis inh – LAMP-1 surface exposure blockers, TALL-104 cells – cell-based, flow cytometry, MLPCN library, primary screen; TALL-104 LAMP-1 surface exposure; cells stimulated with thapsigargin and PMA; inhibition, % at 10 µM; actives 0.66% (n = 360,000);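 active = inhibition above about 55%, limit read from the data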
NCOA1 inh – SRC1 coactivator transcriptional activity inhibitors, primary screen, cell-based, luminescence; inhibition, % at 3.6 µM; Nuclear receptor coactivator 1 (Homo sapiens), Q15788; HEK293 GAL4-SRC1 luciferase reporter; actives 0.12% (n = 360,000);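 active = inhibition above the campaign mean plus 3 SD, with each screening campaign given its own cutoff, cut at about 60% in these data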;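 also: 0% = DMSO treated cells and 100% = gossypol at 36 µM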
* = called active by the depositor; nt = not tested or not shown. Some of the compounds tested; rates above refer to the full screens.

SMILES	LRH-1 inv ag	NCOA2 inhibitor	NCOA3 inh	NOD2-RIPK2 inh	NR2F2 inh	TWEAK-Fn14 inh	TLR9-MyD88 inh	TROY NFkB inh	ABHD5-PLIN5 inh	Exocytosis inh	NCOA1 inh
COC(=O)C1=CN(Cc2cccs2)C=C(C(=O)OC)C1c1cccc(O)c1	5	-29	-30	-5	0	-56	-8	-16	4	45	12
CC1CCCC(NC(=O)c2ccc(CNc3c(N4CCCC4)c(=O)c3=O)cc2)C1C (stereo not given)	-18	-23	-2	-11	15	-20	-12	-27	-1	-3	2
COc1ccc(C2C(C(C)=O)=C(O)C(=O)N2c2nccs2)cc1OC (stereo not given)	15	2	13	3	-15	19	5	-16	-3	-1	8
Cc1c(F)cccc1NC(=O)CSCC(=O)Nc1ccccc1	-24	11	-13	-2	-25	9	-13	6	2	7	-17
CCCCOC(=O)Nc1cc(C(=O)OC)ccc1C(=O)OC	-13	nt	1	-4	nt	-18	7	-6	28*	1	7
COc1ccc(-n2nc3c(c2NC(=O)COc2ccccc2)CS(=O)(=O)C3)cc1	13	-13	3	-4	10	12	-2	12	11	1	6
O=C(O)CC(c1ccc(Cl)cc1)n1cccc1 (stereo not given)	5	-5	23	7	5	5	-1	-13	2	1	0
CCN(CC)C(=O)C1=C(C)N(CCC2=CCCCC2)C(=O)C(CC(=O)NCCc2ccccn2)C1 (stereo not given)	-8	-11	2	-4	-11	5	5	-22	-8	-4	-6
COc1cccc(NC(=O)COC(=O)c2ccccc2SCC(=O)N2CCCC2)c1	1	1	-2	2	23	-16	-2	-26	1	-1	-13
O=C(COC(=O)CNC(=O)c1ccco1)NCCN1C(=O)CSC1=O	2	-29	5	-7	9	-12	0	-13	5	0	8
CCC1CC2(C)NC(=O)c3c(sc4c3CC(C)(C)OC4)N2C1=O (stereo not given)	-6	3	5	0	5	-9	-5	23	-12	2	-15
O=C(Nc1ccc(NC(=O)c2ccc([N+](=O)[O-])cc2[N+](=O)[O-])cc1)c1ccco1	1	-5	-8	-8	-13	-10	-8	-6	-4	10	-3
CCOc1ccccc1NS(=O)(=O)c1ccc2[nH]c(=O)ccc2c1	7	-9	9	5	-15	1	-2	-7	6	0	13
C=CCNc1nnnc2c1sc1nc(N3CCOCC3)c3c(c12)CCCC3	12	-13	12	-2	-15	-15	1	11	-9	-7	-3
O=C(NCCc1ccc(F)cc1)N[C@@H](Cc1ccccc1)C(=O)O	-19	-29	-21	-8	10	-6	-7	12	4	1	8
CCCCN(C)C(=O)c1nc2ccccn2c1CN1CCC[C@H]1C(=O)OC	9	-6	6	3	0	9	9	-7	-2	1	-17
Cc1ccccc1N(C)C(=O)c1coc(=O)c2ccccc12	4	3	16	5	16	-12	-4	-20	-5	-2	8
O=C(Nc1nnc(CCN2CCOCC2)s1)c1ccccc1	-30	-49	-19	0	-16	3	-11	-21	-3	4	-62
COc1ccc(N2CCN(C(=O)Nc3ccccc3C)CC2)cc1	-10	-3	6	1	11	-3	-6	17	1	3	-25
Cn1cc(/C=N/NC(N)=S)c2ccccc21	18	13	12	4	-29	0	-3	24	-14	-1	16
O=C(NN1CCOCC1)c1ccc(Cl)cc1	10	-14	15	1	18	7	-3	1	-6	4	-24
O=C(CSc1nnc(C2CC2)n1Cc1ccccc1)NCc1ccccc1	2	-16	3	-8	-9	3	-9	16	-2	0	6
COCC(=O)Nc1cccc(Br)c1	-2	3	-31	-14	-18	1	-2	-17	-4	-1	0
COc1ccccc1CNC(=O)CN1CCC(n2cnc3cc(F)ccc32)CC1	-12	-5	-11	-3	13	-4	-5	2	-5	0	-3
O=c1cc(N2CCCCC2)c(-c2ccccc2)nn1Cc1ccc(F)cc1	-11	-18	-2	-1	8	8	5	-2	-3	-5	7
COc1cccc(-c2nnc(SCC(=O)NC3CCS(=O)(=O)C3)n2C)c1 (stereo not given)	15	5	-8	-5	-1	1	2	12	-13	-3	-16
CCOC(=O)c1c(O)c2cc(Cl)ccc2n(CC)c1=O	8	14	2	2	14	9	nt	2	2	2	1
Cc1cccc(C)c1NC(=O)c1ccc(-c2ccc(Cl)cc2Cl)o1	-32	26	40	-14	11	38	-5	24	-1	1	15
CCNC(=S)N(CCc1c(C)[nH]c2ccc(C)cc12)Cc1cccs1	9	-15	3	1	-1	14	2	26	-1	-3	4
COC(=O)c1ccc(C23CC4(C2)[C@H](CN(Cc2ccc(-c5ccccc5)cc2)[C@@H]4c2ccccc2)C3c2ccccc2)cc1 (stereo not given in full)	11	11	-19	0	-4	-9	-7	-13	5	-4	11

A draw from above in order of SMILES length, high to low:
SMILES	LRH-1 inv ag	NCOA2 inhibitor	NCOA3 inh	NOD2-RIPK2 inh	NR2F2 inh	TWEAK-Fn14 inh	TLR9-MyD88 inh	TROY NFkB inh	ABHD5-PLIN5 inh	Exocytosis inh	NCOA1 inh
CCN(CC)C(=O)C1=C(C)N(CCC2=CCCCC2)C(=O)C(CC(=O)NCCc2ccccn2)C1 (stereo not given)	-8	-11	2	-4	-11	5	5	-22	-8	-4	-6
CCCCOC(=O)Nc1cc(C(=O)OC)ccc1C(=O)OC	-13	nt	1	-4	nt	-18	7	-6	28*	1	7
O=C(NN1CCOCC1)c1ccc(Cl)cc1	10	-14	15	1	18	7	-3	1	-6	4	-24

New compounds follow
SMILES	LRH-1 inv ag	NCOA2 inhibitor	NCOA3 inh	NOD2-RIPK2 inh	NR2F2 inh	TWEAK-Fn14 inh	TLR9-MyD88 inh	TROY NFkB inh	ABHD5-PLIN5 inh	Exocytosis inh	NCOA1 inh
CCc1nc(SCC(=O)Nc2ccc(N(C)C)cc2)n[nH]1	31	-8	1	-9	-1	-16	-14	-26	-10	-5	-49
Oc1ccccc1-c1nnc(COc2ccccc2)o1	-54	-71	-34	-14	-13	-10	-3	-66	-2	0	-48
Cc1csc2c(=O)n3c(nc12)CCCCC3	7	-7	9	-4	3	2	-2	9	-7	-4	-34
ON1C(c2ccc(Cl)cc2Cl)N(O)[C@H]2CCCC[C@H]21 (stereo not given in full)	-11	-16	-4	-5	1	0	-5	4	0	3	-4
COc1cc(CCCN2CCNC[C@@H]2Cc2ccccc2)cc(OC)c1OC	10	-3	-15	-9	1	4	-14	-10	-9	-3	-8
CCN(CC(=O)Nc1c(F)cccc1F)C(=O)CSc1ccccc1	0	-19	6	-1	-5	-20	4	-6	3	-2	2
CCN(CC)CCn1c2c(c(SCC(=O)Nc3ccccc3Cl)nc1=O)CCC2	7	3	-26	0	6	-2	4	3	-2	13	9
C/C(=N\NC(=O)c1ccncc1)c1cccc(NC(=O)c2ccc(C(C)(C)C)cc2)c1	-100	-67	-61	-2	-17	4	-6	-19	-7	-2	-66
CSc1cccc(NC(=O)OC2CCCCCCCCCCC2)c1	-2	-14	-39	8	4	-5	-11	4	-7	-11	-39
O=C(O)c1cnn2c1NC(c1ccc(F)cc1)CC2C(F)(F)F (stereo not given)	13	8	11	3	-1	-7	6	6	-1	0	8
Cc1cc(Cl)ccc1NC(=O)CCCN1C(=O)CCC1=O	-13	-9	13	8	6	2	-5	-7	5	-2	-7
CCN(CC)CCCNC1CCS(=O)(=O)C1 (stereo not given)	5	-7	-3	-2	-13	-17	0	-6	0	0	-4
CCOc1ccc(N2C(=O)C(CC(=O)Nc3ccccc3)N(Cc3ccccn3)C2=S)cc1 (stereo not given)	21	8	51	0	25	2	-20	-4	0	0	2
CCOC1=NC(=C(c2ccccc2)c2ccccc2)OC1=O	1	-22	5	-5	-7	20	-21	7	1	6	9
O=C(CN1C(=O)CSC1=O)Nc1ccc(N2CCOCC2)cc1	4	6	14	-9	4	-26	3	-8	5	-3	15
CCCCCCCCNS(=O)(=O)CCNC1CCCCC1	17	-6	5	-6	22	-7	-1	12	0	-5	6
CC(=O)c1cccc(NC(=O)c2ccc(OC3CSC3)cc2)c1	-36	-17	-30	2	-18	-20	2	-43	1	-3	-30
OCCN1CCN(c2cc(-c3ccc4ccccc4c3)nc3ccnn23)CC1	4	-6	-40	-5	-5	-42	nt	-21	1	59*	-29
Cc1ccc(C)c(N2CCN(S(=O)(=O)c3c(C)noc3/C=C/N(C)C)CC2)c1	-23	-20	26	-4	0	8	-17	8	-4	0	4
CC(C)(C)c1ccc(C(=O)N2CCN(c3nc4ccccc4o3)CC2)cc1	-26	8	7	-7	8	27	-4	40	-8	0	-22
Cc1cc2cc(CNC(=O)c3cccs3)ccc2[nH]1	8	-2	5	-10	-2	-6	9	-4	9	5	5
CC(=O)c1ccc(OCC(=O)Nc2c(C)nn(-c3ccccc3)c2C)cc1	-2	5	18	0	12	10	1	-13	5	8	-24
N=c1c(C(=O)NCc2ccccc2)cc2c(=O)n3ccccc3nc2n1CCCN1CCOCC1	10	12	-1	-11	-13	20	-12	-23	6	-1	-11
C[C@H](N)C(=O)NC[C@H]1O[C@@H](n2cnc3c(N)ncnc32)[C@H](O)[C@@H]1O	-9	-10	6	-8	-18	-7	-8	-2	-4	-1	3
